Source: PubChem BioAssay (National Center for Advancing Translational Sciences (NCATS))
AmpC inh detg = qHTS Inhibitors of AmpC Beta-Lactamase (assay with detergent). AmpC hydrolysis of nitrocefin, absorbance 480 nm, 0.01% Triton. Potency, µM (titrated, usually from 114 µM), for the others: at the top dose activity change, negative = inhibition, most hits filed as inhibitors. 370,000 compounds, 0.041% hits. P00811;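 also: potency is read from the fitted curve at half-maximal effect; 0% = no-compound wells and -100% = no-enzyme wells; nearly all actives have a fitted effect of over 25% in size; some results filed as inactive show a strong effect at the top dose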
Target sequence (P00811 whole entry, looked up): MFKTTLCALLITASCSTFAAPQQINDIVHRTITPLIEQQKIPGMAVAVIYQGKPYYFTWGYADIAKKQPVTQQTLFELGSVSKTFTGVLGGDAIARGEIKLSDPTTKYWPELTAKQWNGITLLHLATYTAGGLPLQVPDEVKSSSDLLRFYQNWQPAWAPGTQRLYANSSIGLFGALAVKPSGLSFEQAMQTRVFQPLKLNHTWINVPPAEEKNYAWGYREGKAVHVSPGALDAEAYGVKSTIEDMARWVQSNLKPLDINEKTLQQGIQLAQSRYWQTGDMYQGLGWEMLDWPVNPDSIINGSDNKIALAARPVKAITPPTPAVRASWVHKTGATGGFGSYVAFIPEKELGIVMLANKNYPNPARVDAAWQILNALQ
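AmpC (5.3 nM in the dispensed reagent) in 20 mM phosphate pH 7.0 with 0.01% (detergent screen) or 0.0001% Triton X-100 was preincubated with compounds for 15 min at room temperature. Nitrocefin was then added from an 800 uM solution, and hydrolysis was followed at 480 nm.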
AmpC inh no detg = qHTS Inhibitors of AmpC Beta-Lactamase (assay without detergent). AmpC nitrocefin hydrolysis, absorbance 480 nm, 0.0001% Triton. 330,000 compounds, 0.52% hits. AID 485341, 2010. Potency, µM (titrated, usually from 57.1 µM), for inactives: top-dose activity change, negative = inhibition, most hits filed as inhibitors;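 also: potency is read from the fitted curve at half-maximal effect; plate controls were no compound for no effect and no enzyme for full effect; nearly all actives have a fitted effect of over 20% in size; some results filed as inactive show a strong effect at the top dose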
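20 mM phosphate pH 7.0 + 0.01% (detergent screen) or 0.0001% Triton X-100; 5.3 nM AmpC reagent; cpd preinc 15 min RT; nitrocefin (800 uM stock) to start; A480 q20 s × 4 min; Activity was normalised to no-enzyme and no-compound control wells.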
Sm TGR block = qHTS Assay for the Inhibitors of Schistosoma Mansoni Peroxiredoxins | Schistosoma mansoni thioredoxin glutathione reductase (TGR), Q962Y6 | purified TGR, DTNB reduction, TNB absorbance 405 nm | Potency, µM (titrated, usually from 114 µM), without a hit: at the top dose activity change, negative = inhibition, usual class: inhibitors | 360,000 compounds, 3% hits | AID 485364, 2010; also: potency is read from the fitted curve at half-maximal effect; nearly all actives have a fitted effect of over 60% in size
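TGR 20 nM + NADPH 100 uM (dispensed conc.), cpd preinc 15 min RT; start with NADPH (500 uM addition) then DTNB (15 mM addition). Kinetic TNB absorbance, 405 nm filter. Four-parameter Hill fit across titration.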
HCMV antiviral = qHTS Assay for inhibitors of the human cytomegalovirus (HCMV); HFF cells, HCMV-luciferase reporter, 72 h; hits give low values; activity change, negative = inhibition, % at 57.5 µM; 410,000 compounds, 4.5% hits; in the data active = activity change below about -60%; inconclusive = no clear call, values can overlap the other calls; inactive = above about -39%
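Cell-based, HFFs, 1000 cells/well, 16 h 37C; cpds in DMSO + HCMV-luc, MOI 1 PFU/cell; 72 h 37C; OneGlo luminescence after 5 min RT; norm. to buffer vs Salinomycin 10uM.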
HCV inh = qHTS Assay for Inhibitors of Hepatitis C Virus (HCV); Huh7.5.1 HCVcc-Cre infection, luciferase reporter, 44 h; Potency, µM (top dose mostly 41.8 µM), inactives show at the highest dose activity change, negative = inhibition, actives largely listed as inhibitors; 340,000 compounds, 3.4% hits; AID 651820, 2012; also: potency is read from the fitted curve at half-maximal effect
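A cell-based infection assay in which seeded cells (1,000 per well) receive test compound after 4 h, are inoculated with HCVcc-Cre at approximately 0.5 moi, and are incubated 44 h before luminescence detection.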
FBPA Giardia inh = qHTS Assay for Inhibitors of Fructose-1,6-bisphosphate Aldolase from Giardia Lamblia. A8B2U2. purified Giardia FBPA. Potency, µM (titrated, usually from 59.6 µM), for inactives: at the highest dose activity, negative = inhibition, actives largely listed as inhibitors. 290,000 compounds, 0.71% hits; also: potency is read from the fitted curve at half-maximal effect; nearly all actives have a fitted effect of over 55% in size
Target sequence (A8B2U2 whole entry, looked up): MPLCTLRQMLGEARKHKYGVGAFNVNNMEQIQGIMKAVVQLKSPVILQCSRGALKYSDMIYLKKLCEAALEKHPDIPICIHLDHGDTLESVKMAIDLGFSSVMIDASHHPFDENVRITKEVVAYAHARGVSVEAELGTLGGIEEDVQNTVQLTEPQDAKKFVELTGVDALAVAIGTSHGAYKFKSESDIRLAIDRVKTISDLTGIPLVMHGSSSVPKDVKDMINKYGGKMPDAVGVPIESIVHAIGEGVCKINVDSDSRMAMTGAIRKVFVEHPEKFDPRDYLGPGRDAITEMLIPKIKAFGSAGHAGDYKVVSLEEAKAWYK
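Giardia FBPA (40 nM reagent) was preincubated 10 min at RT with compound (up to 57.5 uM final), then substrate plus GAPDH/TPI/NAD/arsenate coupling system with diaphorase/resazurin was added; resorufin fluorescence (525/598 nm) was read after 20 min.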
An asterisk follows results filed as active; ? = inconclusive; . = not tested or not shown; [ ] = another dose, or the depositor's remark. Unless noted, calls follow the shape of the dose curve; as a rule, active = well fitted curve in the direction sought with a large enough effect; inconclusive = small, poorly fitted or top-dose-only effect, or another doubt; inactive = no such curve, though single readings can be large; an effect the other way counts as inactive or inconclusive. Unless noted, % is scaled to controls: 0 for no effect and ±100 for the full control effect. Rows are unselected; 9.9% or so of the library scored in one or more.

SMILES | AmpC inh detg | AmpC inh no detg | Sm TGR block | HCMV antiviral | HCV inh | FBPA Giardia inh
COc1cccc(C(=O)Nc2cnc(NC(=O)c3ccco3)cc2C)c1 | -13% | -13% | -13% | -35 | -9% | 3%
Cc1ccccc1-n1c(-c2ccco2)n[nH]c1=S | -7% | -10% | 2% | 9 | 25% | -22%
Cc1cccc2nc(Cn3c(=O)n(-c4ccc(Cl)cc4)c(=O)c4c5c(sc43)CCC5)cc(=O)n12 | -3% | . | -3% | -10 | . | .
Cc1c(NS(=O)(=O)c2cc(C(=O)NCc3ccco3)cc(Cl)c2Cl)c(=O)n(-c2ccccc2)n1C | -1% | -19% | ? | -18 | ? | .
CC(=O)c1ccccc1NC(=O)COC(=O)/C=C/c1cccs1 | ? | 70%[activator] | -3% | -16 | 7% | .
CCC(CC)C(=O)Nc1cc(C)cc(C)c1 | -17% | -12% | -23% | 21 | -2% | 4%
O=C1NC(c2cn(-c3ccccc3)nc2-c2cccs2)C(C(=O)c2cccnc2)C(O)(C(F)(F)F)N1 (configuration not stated) | ? | 0% | ? | 57 | 15% | 15%
COC(=O)[C@@]12CCCCN1[C@H](c1ccc(SC3CCCCC3)cc1)[C@@H]1C(=O)N(C)C(=O)[C@@H]12 | ? | -12% | -15% | -12 | 3% | .
Nc1ccc(O)cc1C(=O)OCC(=O)C12CC3CC(CC(C3)C1)C2 | 7% | 13µM* | -28% | 4 | 12% | ?
CC(=O)Nc1ccc(NC(=O)CSc2nnc(NC(=O)c3ccc(Br)o3)s2)cc1 | 6% | -35% | -3% | -6 | . | .
CCCc1cc2c(=O)c(-c3nc4ccccc4s3)c(COCC(=O)O)oc2cc1O | -5% | -42% | 40µM* | 29 | -19% | -25%
O=C1NC[C@@H](c2ccccc2)OC(=O)[C@@H](Cc2ccc(F)cc2)C/C=C\C[C@@H]1CC(=O)N(CCO)Cc1ccccc1 | . | 39%[activator] | . | -6 | ? | .
Cc1cc2nn(-c3ccc(Cl)cc3)nc2cc1NC(=O)C(C)C | 5% | . | -9% | -64* | . | .
Cc1cc(NC(=O)c2ccccc2F)on1 | -1% | -3% | 1% | 26 | 12% | 5%
COc1ccc(NC(=O)CCS(=O)(=O)c2ccc(Br)s2)cc1 | 0% | -7% | -1% | -10 | 6% | 12%
Cc1ccc2[nH]c(C)c(CCNC(=O)c3c(N)no[n+]3[O-])c2c1 | -5% | -24% | -5% | -7 | -19% | -1%
C=CCNC(=O)c1ccc2c3n(nc2c1)-c1ccc(C)cc1CO3 | 1% | 3% | 1% | 105 | ? | 2%
CC(=O)C[C@H](O)CC(=O)[C@@H]1OC(=O)CCCCCCc2ccccc21 | 1% | 37% | -1% | 54 | 14% | .
O=C(C1CCCN(S(=O)(=O)c2cccc3nsnc23)C1)N1CCN(c2ccccn2)CC1 (configuration not stated) | -11% | 44% | -18% | -65* | ? | 1%
NC1(N)OC(CN2C(=O)c3ccccc3C2=O)CS1 (configuration not stated) | 1% | -15% | -31% | ? | 3% | -8%
CCCc1cc(N2CCN(c3ccccc3F)CC2)n2cnnc2n1 | 10% | . | 0% | ? | . | .
COC(=O)Cc1ccc(NC(=S)NCC(C)C)cc1 | -2% | -12% | -18% | 3 | -8% | -2%
CCOc1ccc(C(=O)c2cn(CC(=O)Nc3ccc(C)c(Cl)c3)c3ccc(OCC)cc3c2=O)cc1 | 8% | . | -1% | 12 | . | .
COc1cccc(C2C([N+](=O)[O-])=C(N)Oc3cc(C)oc(=O)c32)c1 (configuration not stated) | 4% | -30% | ? | 39 | -1% | -9%
CCC(Cc1ccccc1)NC(=O)C1CC1 (configuration not stated) | -13% | 1% | -5% | -7 | 3% | -9%
COc1ccc(C(=O)NCCC(=O)N2CCC3(CC2)NCCc2[nH]cnc23)cc1 | -3% | -15% | 0% | 0 | 3% | .
CCOC(=O)C1=C(C)N(C)C(=O)NC1c1cccc2ccccc12 (configuration not stated) | -16% | -8% | 5% | -23 | 2% | 1%
Nc1c(C(=O)Nc2ccccc2Cl)nnn1Cc1cccc(Cl)c1 | 10% | . | ? | -14 | . | .
CC1CCCCN1S(=O)(=O)c1ccc(S(=O)(=O)N(Cc2ccccc2)Cc2ccco2)cc1 (configuration not stated) | ? | -59% | ? | -20 | 1% | 3%
Cc1ccc(C)c(OCCC(=O)OCC(=O)c2c(N)n(C)c(=O)n(C)c2=O)c1 | -5% | 67%[activator] | 1% | -4 | -3% | .
CC(=O)N1CCN(C(=O)Cn2c(=O)oc3ccccc32)CC1 | -14% | -6% | 13% | 16 | 13% | 6%
CN1CCN(CCCNC(=O)c2cnn(-c3ccccc3)c2-n2cccc2)CC1 | -1% | . | -14% | -7 | . | .
CCOC(=O)C1CCN(C(=O)c2ccc(N(C)S(C)(=O)=O)cc2)CC1 | 1% | -7% | 83%[activator] | -31 | 6% | -1%
CSc1nnnn1-c1cccc(O)c1 | -9% | -25% | -1% | 6 | 9% | -1%
O=C(CNC(=O)c1ccc(Cl)cc1)OCc1cc(=O)n2nc(C3CCCCC3)sc2n1 | 1% | . | 3% | -7 | . | .
COc1cc(C)c(CNC2CCCCC2)cc1C | 3% | -17% | -22% | -37 | 11% | -27%

One compound at a time, from the list above. Values in the order: AmpC inh detg, AmpC inh no detg, Sm TGR block, HCMV antiviral, HCV inh, FBPA Giardia inh
Listed for CN1CCN(CCCNC(=O)c2cnn(-c3ccccc3)c2-n2cccc2)CC1 → -1%, ., -14%, -7, ., .
Listed for COc1cc(C)c(CNC2CCCCC2)cc1C → 3%, -17%, -22%, -37, 11%, -27%
Listed for Nc1c(C(=O)Nc2ccccc2Cl)nnn1Cc1cccc(Cl)c1 → 10%, ., ?, -14, ., .

(next part)
SMILES | AmpC inh detg | AmpC inh no detg | Sm TGR block | HCMV antiviral | HCV inh | FBPA Giardia inh
Cc1ccc(S(=O)(=O)NC(C)C(=O)NC(C)c2cccs2)cc1 (configuration not stated) | -3% | -23% | 3% | 8 | -2% | 1%
CC(=O)Nc1ccc(S(=O)(=O)CCC#N)cc1 | 4% | -18% | 6% | 11 | 18% | -1%
CCCCOc1ccc(Cc2c(COCC)[nH]c(=S)[nH]c2=O)cc1 | -4% | -31% | -10% | -7 | -9% | 4%
CN(CC(=O)Nc1ccc(N2CCOCC2)cc1)C(=O)CCNC(=O)c1ccccc1Cl | -10% | -15% | -12% | 80 | -7% | .
Cc1ccc(NC(=O)c2ccc(CN3CC(=O)N4CCCCC4C3=O)cc2)c(Cl)c1 (configuration not stated) | -4% | . | -11% | 48 | . | .
Cc1cc(-c2ccc(N3CCOCC3)cc2)nc2ccccc12 | -10% | 17% | -1% | 64 | ? | -5%
O=C(Nc1ccc(F)c(F)c1)c1cccnc1 | ? | -30% | 16%[11.4 µM] | 34 | 24% | 6%
NS(=O)(=O)c1ccc(CCNC(=O)CSc2ccc(Cl)cc2Cl)cc1 | -9% | -49% | -27% | ? | 11% | -2%
Cc1cc(OCC(=O)Nc2cc(-c3nc4ncccc4o3)ccc2C)ccc1Cl | -5% | . | -9% | -31 | . | .
CC(Nc1ccc2c(c1)OCCO2)C(=O)N1CCc2ccccc21 (configuration not stated) | -4% | ? | -34% | -34 | 7% | -9%
C/C=C(/C)C(=O)O[C@@H]1Cc2c(ccc3ccc(=O)oc23)OC1(C)C | . | 10% | . | -39 | 7% | .
CN(Cc1cn(C)nc1-c1cccc(Cl)c1)CC1CCCCO1 (configuration not stated) | -7% | 0% | -2% | 7 | 4% | 1%
COC(=O)c1c(NC(=O)COc2ccccc2Cl)sc2c1CCC(C(C)(C)C)C2 (configuration not stated) | 15% | . | 5% | 35 | . | .
CCOC(=O)C(=O)Nc1sc(C(=O)N2CCOCC2)c(C)c1C#N | 3% | -16% | 0% | -34 | 0% | -6%
Cc1ccc(NC2CCCN(C(=O)c3ccoc3)C2)cc1C (configuration not stated) | -7% | 2% | -27% | 9 | 12% | -14%
COc1ccc(C(=O)COC(=O)CCn2nnc(-c3cccs3)n2)cc1 | -1% | -4% | 7% | 5 | -5% | 2%
CC(=O)NC(C(=O)N1CCC(c2nc3ccccc3s2)CC1)C(C)C (configuration not stated) | -4% | 3% | 1% | -39 | 11% | -5%
CCC(=O)NC(=S)Nc1ccc(NC(=O)CC)cc1 | ? | -14% | -26% | -31 | 3% | 0%
COC(=O)c1nc(NC(=O)c2ccc(C(C)(C)C)cc2)n[nH]1 | -14% | -11%[11.4 µM] | 4% | -35 | 18% | -1%
O=C(COc1ccccc1)NCC1(N2CCCCC2)CCCCC1 | 0% | -27% | -6% | ? | 1% | 10%
Cc1ccc(-n2ncc(C(=O)N3CCN(C(=O)c4ccco4)CC3)c2C2CCN(C(=O)OC(C)(C)C)CC2)cc1C | -2% | 66%[activator] | ? | 0 | 12% | .
Cc1ccccc1-n1ncc2c1CC(C)(C)CC2NC(=O)CCC(F)(F)F (configuration not stated) | -9% | 48% | -29% | 37 | -1% | 5%
O=C(NCCc1ccco1)C(=O)NCC1OCCCN1S(=O)(=O)c1ccc(F)cc1 (configuration not stated) | -8% | 33% | -18% | ? | 0% | .
CNC(=O)c1cc2cc(OC)ccc2n1CCN(Cc1ccccc1)Cc1ccccc1 | ? | -9% | 7% | 12 | -3% | -8%
Cc1ccc2c(c1)C1(OCCCO1)C(=O)N2 | -11% | -1% | -8% | 65 | 4% | 2%
CCCCCSc1nc2c(cnn2-c2ccccc2)c(=O)[nH]1 | 1% | -14% | -4% | -22 | -3% | 3%
COc1cccc(CNC(=O)c2ccc3oc(=O)n(Cc4ccccc4)c3c2)c1 | 1% | . | 9% | -12 | . | .
COC(=O)[C@H](CO)NS(=O)(=O)c1ccc(C)cc1 | . | -16% | . | 9 | 9% | .
COc1ccc2c(-c3ccccc3)cc(SCC(=O)N(C)C)nc2c1 | -3% | 140%[activator] | 15% | -14 | -11% | -1%
O=C(NCCCN1CCOCC1)c1cc(-c2cccs2)on1 | ? | -5% | 0% | 16 | -11% | 11%
CCOc1cc(-c2ccc(OC(=O)c3ccccc3Cl)c(OC)c2)cc(=O)c2c(C)oc(C)c12 | 1% | . | 0% | 36 | . | .
Cc1ccsc1/C=N/NC(=O)c1nnn(-c2nonc2N)c1CN(C)c1ccccc1 | 1% | -24% | 5% | 5 | -11% | 5%
Cc1ccc(N=C2C(=S)N(c3ccc(C)cc3)C(=N)N2/N=C/c2ccc(Cl)cc2)cc1 | ? | -38% | -24% | 16 | ? | 7%
N#CC1(NC(=O)CSc2nnc(Cc3ccccc3)o2)CCCCC1 | -2% | -12% | -18% | -14 | 0% | .
CN1CCN(S(=O)(=O)c2ccc(NC(=S)NC(=O)c3ccc(Cl)cc3)cc2)CC1 | 2% | 90%[activator] | 22µM* | 64 | ? | -4%
